Screening results from PubChem BioAssay.
BRCA1 expr up – activators of BRCA1 expression; MCF7-BRCA1-FFLuc reporter, luminescence, 48 h; response scale: scaled: vehicle 0%, 10 µM genistein 100%; Potency, µM (doses to about 46.1 µM), without a hit: at the top dose activation, actives largely listed as activators; 380,000 compounds, 1.1% hits; note: potency is the fitted concentration of half-maximal effect; nearly all actives have a fitted effect of over 80% in size; some results filed as inactive show a strong effect at the top dose
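Compounds are tested at multiple concentrations on MCF7 BRCA1-luciferase reporter cells seeded at 2000 per well; after 48 h, a single luminescence end-point is taken and curves fitted to the normalized data.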
VP16 counter – counter-screen for ROR gamma inhibitors: Gal4-VP16 reporter. AID 2546. 310,000 compounds, 3.5% hits. Drosophila S2 Gal4-VP16 UAS-luciferase, luminescence, 20 h. Potency, µM (highest dose often 53.6 µM), for inactives: top-dose activity, negative = inhibition, hits mostly inhibitors;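 note: Gal4-VP16 expression switched on by copper sulfate through the metallothionein promoter; potency is the fitted concentration of half-maximal effect; % is set by controls: 0 for no effect and ±100 for the full control effect; nearly all actives have a fitted effect of over 50% in size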
Rab9 promoter act – Rab9 promoter activation; 320,000 compounds, 2.8% hits; Huh7 Rab9 promoter-luciferase reporter, luminescence, 24 h; Potency, µM (highest dose often 9.22 µM), without a hit: at the top dose activation, negative = inhibition, hits mostly activators; AID 485297; note: potency is the fitted concentration of half-maximal effect; % of control where 0% means no effect; nearly all actives have a fitted effect of over 60% in size
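Quantitative HTS format; Huh7 Rab9-luciferase reporter cells (1500/well) receive compound 2 h post-plating, incubate 24 h at 37 °C, then get luciferase reagent for 10 min before luminescence reading.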
p53 reactivator – re-activators of mutant p53. H1299 p53-A138V BP100-luciferase reporter, luminescence, 24 h. Potency, µM (titrated, usually from 92.2 µM), inactives show at the top dose activity change, positive = activation, usual class: activators. 320,000 compounds, 0.063% hits. AID 504706; note: potency is the fitted concentration of half-maximal effect; % of control where 0% means no effect; nearly all actives have a fitted effect of over 45% in size
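p53-null H1299 cells stably carrying temperature-sensitive p53-A138V and a BP100-luciferase reporter were pinned with compounds (4-point, 1:5 series) and held 24 hrs at 37 deg C. Luminescence was read 10 min after detection reagent.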
PKM2 act – activators of human pyruvate kinase M2; purified PKM2, Kinase-Glo ATP luminescence, activation; response scale: 0% is enzyme alone, no compound; Potency, µM (highest dose often 57.5 µM), without a hit: at the highest dose activation, most hits filed as activators; 260,000 compounds, 0.34% hits; note: potency is the fitted concentration of half-maximal effect; % is set by controls: 0 for no effect and ±100 for the full control effect; nearly all actives have a fitted effect of over 55% in size
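ATP formation by purified human PK-M2, quantified via coupled luciferase luminescence after 1 h at room temperature with 0.1 mM ADP and 0.5 mM PEP final.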
Giardia kill – Giardia lamblia killing | Giardia lamblia trophozoite viability | activity change, % at 7.66 µM, hits read low | 340,000 compounds, 0.15% hits | AID 540267; in the data active = activity change below about -80%; inconclusive = between about -30% and that limit;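 note: parasites exposed to compound for two days anaerobically before the ATP read; % is set by controls: 0 for no effect and ±100 for the full control effect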
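Compounds were tested on trophozoites seeded at 100 cells/well and held 48 hrs at 37 deg C anaerobically. An ATP-based luminescent kit measured the remaining live cells.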
NPC1 prom act – activators of NPC1 promoter; 320,000 compounds, 2.4% hits; AID 485313; Huh7 NPC1 promoter luciferase reporter, 24 h; Potency, µM (doses to about 9.22 µM), inactives show at the top dose activation, actives largely listed as activators;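 note: potency is the fitted concentration of half-maximal effect; % of control where 0% means no effect; nearly all actives have a fitted effect of over 60% in size; reporter is driven by a mutant NPC1 promoter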
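Luciferase expression driven by the NPC1 promoter was measured in stably transfected Huh7 cells after a 24 h compound incubation, using a luciferase reagent and a luminescence read.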
RORg inh – inhibitors of mouse ROR gamma transcriptional activity; P51450; Drosophila S2 Gal4-RORgamma UAS-luciferase reporter, 20 h; Potency, µM (top dose mostly 53.6 µM), for inactives: top-dose activity change, negative = inhibition, usual class: inhibitors; 310,000 compounds, 5.4% hits; AID 2551; note: potency is the fitted concentration of half-maximal effect; % is set by controls: 0 for no effect and ±100 for the full control effect; nearly all actives have a fitted effect of over 60% in size
Target sequence (P51450 whole entry, looked up, the tested form may be a part): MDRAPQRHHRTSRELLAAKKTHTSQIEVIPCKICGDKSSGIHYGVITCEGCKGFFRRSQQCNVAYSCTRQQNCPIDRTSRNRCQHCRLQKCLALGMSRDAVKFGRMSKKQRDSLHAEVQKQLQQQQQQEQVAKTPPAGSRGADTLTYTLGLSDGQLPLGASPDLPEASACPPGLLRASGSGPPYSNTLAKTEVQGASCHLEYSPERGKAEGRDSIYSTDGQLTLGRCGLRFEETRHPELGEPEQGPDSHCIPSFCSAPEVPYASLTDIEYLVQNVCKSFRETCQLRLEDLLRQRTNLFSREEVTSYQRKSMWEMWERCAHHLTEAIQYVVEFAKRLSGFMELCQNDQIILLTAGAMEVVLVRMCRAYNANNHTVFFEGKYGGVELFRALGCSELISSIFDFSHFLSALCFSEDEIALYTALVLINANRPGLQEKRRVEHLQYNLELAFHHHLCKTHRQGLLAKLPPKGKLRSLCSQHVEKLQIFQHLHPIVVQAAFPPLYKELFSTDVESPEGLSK
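Drosophila Schneider cells stably carrying a metallothionein-driven Gal4 DBD–ROR gamma fusion and a UAS-Photinus luciferase reporter were exposed to compound for 1 hr, then induced with copper sulfate (700 uM final) for 20 hr at ambient temperature before luminescence reading.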
ELG1 genotoxic – inducers of genotoxicity in HEK293T ELG1-luciferase cells; Potency, µM (series often up to 46 µM), without a hit: top-dose activity change, positive = activation, usual class: activators; 330,000 compounds, 1.3% hits; AID 504466; HEK293T ELG1-luciferase reporter, luminescence, 16 h; note: potency is the fitted concentration of half-maximal effect; % of control where 0% means no effect; nearly all actives have a fitted effect of over 60% in size
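Step 1: seed 2,000 HEK293T ELG1-luciferase cells per well. Step 2: add compound or DMSO, incubate 16 hr at 37 °C. Step 3: ONE-Glo, 30 min at room temperature, read luminescence.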
Menin-MLL TR inh – displaces Texas Red mutant MLL peptide from human menin; O00255; Menin + Texas Red MLL mutant peptide, fluorescence polarization; Potency, µM (highest dose often 61.6 µM), for inactives: at the top dose FP activity change, negative = inhibition, most hits filed as inhibitors; 270,000 compounds, 0.23% hits; AID 1768; active = well fitted inhibition curve with a large enough effect in the polarisation, with a control signal flat, not every such curve was filed as active; inconclusive = small, poorly fitted or top-dose-only effect, or effect the other way, or a change in a side signal; inactive = no such curve, though single readings can be large or run the other way; the % refers to the polarisation; note: potency is the fitted concentration of half-maximal effect; % of control where 0% means no effect; many of its hits are not listed in these tables
FLuc modulator – firefly luciferase modulation, counter-screen for miR-21 project. AID 588342. 360,000 compounds, 6.9% hits. purified FLuc, Km substrates, luminescence inhibition. P08659. Potency, µM (top dose mostly 57.5 µM), for the others: at the highest dose activity change, negative = inhibition, hits mostly inhibitors;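 note: potency is the fitted concentration of half-maximal effect; plate controls were vehicle for no effect and reference inhibitor for full effect; nearly all actives have a fitted effect of over 55% in size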
Target sequence (P08659 whole entry, looked up): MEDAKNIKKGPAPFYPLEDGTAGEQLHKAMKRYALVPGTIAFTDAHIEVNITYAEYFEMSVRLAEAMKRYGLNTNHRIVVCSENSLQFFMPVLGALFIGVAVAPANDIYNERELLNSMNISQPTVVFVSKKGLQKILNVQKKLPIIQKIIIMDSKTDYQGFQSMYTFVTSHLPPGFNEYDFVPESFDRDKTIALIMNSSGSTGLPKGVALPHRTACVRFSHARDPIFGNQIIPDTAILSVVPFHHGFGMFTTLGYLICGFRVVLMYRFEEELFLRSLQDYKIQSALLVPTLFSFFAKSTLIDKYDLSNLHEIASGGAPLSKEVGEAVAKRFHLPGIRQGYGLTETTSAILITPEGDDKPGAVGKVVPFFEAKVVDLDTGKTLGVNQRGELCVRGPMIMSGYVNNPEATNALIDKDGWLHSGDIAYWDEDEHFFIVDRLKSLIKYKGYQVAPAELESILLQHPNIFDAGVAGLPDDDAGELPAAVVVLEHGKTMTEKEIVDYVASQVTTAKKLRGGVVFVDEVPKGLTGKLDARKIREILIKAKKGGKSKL
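Purified P. pyralis luciferase (10nM final) with 10uM D-luciferin and 10uM ATP (Km levels) in 50mM Tris acetate pH 7.5, 10mM Mg acetate, 0.01% Tween-20, 0.05% BSA; qHTS 6-point titration, ~60 µM downward; luminescence read.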
An asterisk follows results filed as active; ? = inconclusive; · = no result given; & = joins results of further samples; [ ] = remark or other dose. Unless noted, calls come from the whole dose curve; as a rule, active = well fitted curve in the direction sought with a large enough effect; inconclusive = small, poorly fitted or top-dose-only effect, or another doubt; inactive = no such curve, though single readings can be large; an effect the other way counts as inactive or inconclusive.

SMILES | BRCA1 expr up | VP16 counter | Rab9 promoter act | p53 reactivator | PKM2 act | Giardia kill | NPC1 prom act | RORg inh | ELG1 genotoxic | Menin-MLL TR inh | FLuc modulator
Cc1cccc(N2CCN(S(=O)(=O)c3ccc4c(c3)CC(=O)N4C)CC2)c1C | 1% | 4% | -5% | 4% | · | 15 | -2% | 22% | -7% | 8% | -1%&-7%
COc1ccc(/C(O)=C/C(=O)C(=O)Nc2c(C)n(C)n(-c3ccccc3)c2=O)cc1 | 1% | -8% | -4% | 9% | 0% | 7 | -2% | 0% | 3% | -9% | -14%
Cc1cc(C)nc(SCC(=O)c2c(N)n(C)c(=O)n(C)c2=O)n1 | -31% | -1% | -1% | 7% | 4% | 0 | -5% | -4% | 2% | · | -4%
CCOc1ccc(C2c3cc(OC)c(OC)cc3CC(=O)N2c2ccccc2)cc1 (configuration not stated) | -1% | 0% | 8% | -13% | 4% | -6 | 0% | -10% | 3% | ? | -1%
Nc1nc2ccc(O)cc2s1 | -4% | 25% | 3% | ? | 3% | 17 | -1% | 20% | 1% | -1% | -1%
O=C(c1cc(Br)ccc1Cl)N1CCN(c2ccc(N3CCOCC3)nn2)CC1 | -22% | · | 1% | 0% | · | -3 | -1% | · | 4% | · | -1%
CC12CCC(C(=O)N3CCOCC3)([C@H](Br)C1=O)C2(C)C (some centres not stated) | 12% | -3% | -6% | 8% | -4% | 4 | -5% | -2% | 0% | · | 1%
c1ccc(CNc2ncnc3c2cnn3Cc2ccccc2)cc1 | -92% | -9% | -7% | -5% | 9% | -14 | -23% | 5% | 1% | 4% | 6%
COC(=O)c1ccc(-c2ccc(/C=N/NC(=O)Cc3nnc(N)s3)o2)cc1 | 7% | 13% | ? | 8% | 12% | 4 | 4.5µM* | 6% | 8% | · | ?
O=C(NCCc1ccc(F)cc1)c1ccc(NS(=O)(=O)c2ccc3[nH]c(=O)[nH]c3c2)cc1 | -4% | · | 1% | 1% | · | -17 | 1% | · | 2% | · | 0%
Cc1ccc(NC(=S)NNC(=O)c2ccc(N3CCOCC3)c([N+](=O)[O-])c2)cc1C | -18% | ? | 1% | -4% | -6% | 8 | 1% | ? | 3% | 3% | -10%
Fc1ccc(CNc2ncccn2)cc1 | 0% | 7% | -1% | 4% | -4% | -3 | -3% | -16% | -1% | 1% | 3%
CC1=Nc2ccccc2/C1=C\c1nc(-c2ccc(C(F)(F)F)cc2)oc1O | -48% | 3% | 3% | -3% | 1% | -16 | -3% | -19% | 1% | ? | -2%
CC(C)CN(C(=O)COC(=O)/C=C/c1cccs1)c1c(N)n(Cc2ccccc2)c(=O)[nH]c1=O | -30% | · | -3% | -4% | · | 1 | -2% | · | -3% | · | -1%
COc1ccc2cc(C#N)c(Cl)nc2c1 | -2% | 9% | -2% | 0% | 0% | -12 | -4% | -1% | -4% | 3% | -1%
C/C(=N/OC(=O)C1CC12CCC2)c1ccc(Br)cc1 (configuration not stated) | 4% | -10% | 2% | 1% | 1% | 8 | -1% | -37% | -4% | -1% | 6.7µM*
CC(NC(=O)c1cn(C(C)c2ccccc2F)nn1)c1ccncc1 (configuration not stated) | -26% | -5% | -3% | -2% | 7% | 10 | 2% | 10% | -2% | -8% | -1%
Cc1ccc(-n2nc3c(N4CCC(C(=O)N5CCC(C(N)=O)CC5)CC4)nnc(C)c3c2C)cc1 | 0% | -13% | -4% | 1% | 1% | -16 | 1% | -10% | 2% | -16% | -1%
COc1ccc(S(=O)(=O)Nc2ccc(O)c(Sc3ncn[nH]3)c2)cc1 | 1% | 6% | -1% | 21% | -2% | 6 | -5% | -7% | 1% | -1% | 1%
CCOc1cc(S(=O)(=O)Nc2cc(C)cc(C)c2)ccc1Cl | -82% | ? | 3% | 6% | 24% | 6 | 1% | 6% | -3% | · | 13%
CCOC(=O)COc1ccc2nsnc2c1Cl | 34% | 2% | -5% | 7% | -3% | -2 | -2% | -13% | -1% | ? | ?
CCc1ccc(CN/C=C/C(=O)c2ccc(Br)cc2)cc1 | 38% | 2% | 2% | 7% | -1% | 10 | 1% | -8% | 19% | -9% | ?
COC(=O)c1cc2c(C)nn(-c3ccccc3)c2s1 | -23% | 19% | 6% | -1% | -2% | -16 | 29% | 10% | 13% | -5% | -18%
Cc1ccccc1N1CCN(CC(=O)NCc2ccc(Cl)cc2)CC1 | -5% | 14% | 1% | -8% | -1% | -4 | -1% | 27% | -4% | -19% | -2%
Cc1ccc(CN(c2ccc(C(=O)Nc3cccnc3)cc2)S(C)(=O)=O)cc1 | -20% | 1% | -1% | -7% | -2% | 4 | -5% | -4% | -7% | -3% | 2%

The list goes on.
SMILES | BRCA1 expr up | VP16 counter | Rab9 promoter act | p53 reactivator | PKM2 act | Giardia kill | NPC1 prom act | RORg inh | ELG1 genotoxic | Menin-MLL TR inh | FLuc modulator
Cc1ccc2nc(SCC(=O)Nc3ccc(F)c([N+](=O)[O-])c3)[nH]c2c1 | -30% | -18% | 0% | 1% | 20% | -4 | 0% | -6%[10 µM] | -3% | ? | ?
NNC(=O)c1ccc(COc2cccc3cccnc23)cc1 | 18% | 0% | -1% | ? | 13% | 7 | -1% | -1% | · | -19% | -16%
O=C(O)c1cccc(Cn2cccn2)c1 | 44% | -1% | 8% | ? | 1% | 19 | 12% | 26% | 2% | 16% | -4%
Cc1ccc(CSCCNC(=O)c2ccc(N(C)S(=O)(=O)c3ccccc3)cc2)cc1 | -54% | -19% | 10% | 4% | 2% | -16 | -1% | 12% | -7% | 3% | 4%
COc1cc(/C=C(\C#N)c2nc3ccccc3[nH]2)cc(OC)c1O | -20% | -19% | 19% | ? | 2% | 24 | 1% | 8% | 4% | ? | 12µM*
CC(=O)N1c2ccc(S(=O)(=O)NCCC(=O)Nc3ccc(OC(F)(F)F)cc3)cc2CC1C (configuration not stated) | 6% | ? | -4% | 6% | · | 48[activator] | 0% | -5% | -2%[9.26 µM] | 20% | 0%
COC(=O)c1ccccc1NC(=O)CCNC(=O)Cn1cnc2ccccc2c1=O | -36% | 2% | -3% | -3% | 0% | 20 | 2% | 10% | -1% | 7% | 4%
CC(=O)c1sc2nsc(SCCN3CCCCC3)c2c1N | 90% | 8% | 22% | 14% | 1% | -23 | 28% | 21% | 0% | · | ?
CCN(CC(=O)Nc1ccc(NC(C)=O)cc1)C(=O)c1ccc(C(=O)c2ccccc2)cc1 | -3% | · | 1% | -3% | · | -25 | 5% | · | -1% | · | 0%
C#CCOCCOCCOCCNc1nc(N2CCN(C(=O)[C@H](CCCCN)n3cc(CCCC)nn3)CC2)nc(N2CCN(C(=O)[C@H](CCCCN)n3cc(CCC(=O)O)nn3)CC2)n1 | -4% | · | -4% | -4% | · | -9 | -5% | · | 2% | · | -1%
CNc1ccccc1C(=O)OCC(=O)N1CCN(c2ccc(OC)cc2)CC1 | -29% | 14% | -1% | -2% | -1% | 23 | -4% | 1% | -6% | · | 2%
CCOC(=O)N1CCN(CC(O)COCc2cc(OC)c(OC)c(OC)c2)CC1 (configuration not stated) | 1% | -3% | -5% | 1% | -1% | 0 | -3% | -9% | 2% | -2% | 1%
Cc1cc(C)n(-c2nc(NCCCN(C)C)c3c4c(sc3n2)CCCC4)n1 | -12% | 7.1µM* | -2% | 5% | 2% | -3 | -2% | 4µM* | 0% | · | -23%
O=S(=O)(Cc1ccccc1)N1CCN(c2ncccn2)CC1 | -3% | -1% | 12% | 5% | · | -26 | -1% | 0% | 1% | · | -1%
CCOC(=O)c1cc(-c2ccc3c(c2)OCO3)nc2onc(C)c12 | -9% | -5% | -3% | 17% | 0% | 0 | -1% | -1% | 6% | 25% | 2%
COc1ccc(N/C=C\C(=O)c2ccc3c(c2)OCO3)cc1 | 0% | ? | 3.5µM* | ? | 3% | -1 | 1.8µM* | ? | ? | · | 0.27µM*
COc1ccc(/C(C)=N/Nc2nncc3ccccc23)cc1 | ? | -11% | 0.71µM* | ? | · | -14 | 1.6µM* | ? | ? | ? | 1.3µM*
O=C(c1cc(-c2ccccc2)nc2ccccc12)N1CCOCC1 | 24% | -7% | 10% | 9% | 18% | 14 | 5% | -35% | 0% | -10% | ?
O=C(Nc1ccccc1C(=O)NC1CCCC1)NC1CCCC1 | -2% | 2% | 1% | 3% | ? | 10 | -4% | 4% | 3% | -4% | ?
O=C(CNC(=S)N(Cc1ccccc1)Cc1cccnc1)NC1CC1 | -22% | ? | 1% | -10% | 0% | -13 | 5% | 7% | 1% | -5% | 0%
CNC(=S)N(Cc1ccc2c(c1)OCO2)C1CC(=O)N(c2ccc(F)cc2)C1=O (configuration not stated) | -30% | 6% | -3% | -3% | 3% | 6 | 1% | 2% | -16% | 19% | -1%
Fc1cccc(Cl)c1/C=C/c1cnc2ccccc2n1 | -3% | ? | 4µM* | 2% | · | -3 | ? | ? | 0.52µM* | 0% | 0.13µM*

Not all compounds are listed; rates above refer to the full screens.
